High-throughput results from PubChem.
MMP13 inh = human MMP13 inhibitors, primary screen, biochemical, FRET peptide cleavage | Collagenase 3 (Homo sapiens), P45452 | MMP-13 fTHP FRET cleavage, Mca fluorescence | inhibition, % at 4 µM | 0.07% of 65,000 active | AID 570, 2006;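 active means inhibition above the mean of compound-free control plate wells plus 3 SD, cut at about 14% in these data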;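 further: 0% = DMSO wells and 100% = wells with reference MMP-13 inhibitor after basal subtraction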
RORA act = activators of orphan receptor RORA, primary screen, cell-based, luminescence; activation, % at 10 µM; Nuclear receptor ROR-alpha (Homo sapiens), P35398; 1.5% of 65,000 active; CHO-K1 Gal4-RORA LBD luciferase reporter; percent increase over mock-subtracted basal signal;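 active means activation above the mean of all tested compounds plus 3 SD, cut at about 49% in these data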;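 further: 0% = DMSO-treated RORA cells and 100% = added signal equal to DMSO minus mock-transfected cells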
5HT1a antag = human 5-HT1a receptor antagonists, primary screen, cell-based, CHO, Ga15 NFAT-bla reporter | 5-hydroxytryptamine receptor 1A (Homo sapiens), P08908 | CHO 5-HT1a Ga15 NFAT-bla reporter, antagonist mode | inhibition, % at 10 µM | 0.68% of 62,000 active;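 active means inhibition above the mean of all tested compounds plus 3 SD, cut at about 43% in these data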;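 further: receptor stimulated by 5-CT agonist at 100 nM near EC80; beta-lactamase reporter measured by ratiometric fluorescence of a cleavable substrate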
Target sequence (P08908 whole entry, looked up): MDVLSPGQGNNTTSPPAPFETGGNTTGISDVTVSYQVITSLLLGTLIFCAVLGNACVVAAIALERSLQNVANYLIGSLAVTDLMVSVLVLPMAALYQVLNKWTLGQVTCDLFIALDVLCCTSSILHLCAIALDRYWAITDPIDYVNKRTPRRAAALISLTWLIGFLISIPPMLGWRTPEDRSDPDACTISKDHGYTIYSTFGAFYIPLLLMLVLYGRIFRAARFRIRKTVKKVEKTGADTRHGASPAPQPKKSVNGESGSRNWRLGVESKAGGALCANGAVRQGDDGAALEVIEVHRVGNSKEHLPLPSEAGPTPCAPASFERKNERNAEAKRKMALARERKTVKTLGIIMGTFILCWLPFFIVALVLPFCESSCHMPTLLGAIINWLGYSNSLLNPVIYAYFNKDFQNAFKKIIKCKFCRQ
Autofluor 339 = intrinsic fluorescence of library compounds, ex339/em460 – biochemical, MLSMR library, data from DPM-DC assay, artefact control, profiling panel; compound autofluorescence, ex339/em460 nm, NADH buffer; hits give high values; 1 = no-compound wells, NADH background; fluorescence fold increase at 10 µM; 5.5% of 65,000 active;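 active means at 10 µM, mean starting fluorescence two-fold or more over control wells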;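 further: signal is the first read of a kinetic run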
SF-1 act = activators of human SF-1, primary screen, cell-based, CHO-K1, Gal4-SF-1 LBD, luciferase luminescence. CHO-K1 Gal4-SF-1 LBD luciferase reporter; % increase over DMSO SF-1-specific signal. activation, % at 10 µM. 1.9% of 65,000 active. AID 522, 2006;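 active means activation above the mean activation of all tested compounds plus 3 SD, cut at about 50% in these data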
Target sequence (Q13285 whole entry, looked up, the tested form may be a part): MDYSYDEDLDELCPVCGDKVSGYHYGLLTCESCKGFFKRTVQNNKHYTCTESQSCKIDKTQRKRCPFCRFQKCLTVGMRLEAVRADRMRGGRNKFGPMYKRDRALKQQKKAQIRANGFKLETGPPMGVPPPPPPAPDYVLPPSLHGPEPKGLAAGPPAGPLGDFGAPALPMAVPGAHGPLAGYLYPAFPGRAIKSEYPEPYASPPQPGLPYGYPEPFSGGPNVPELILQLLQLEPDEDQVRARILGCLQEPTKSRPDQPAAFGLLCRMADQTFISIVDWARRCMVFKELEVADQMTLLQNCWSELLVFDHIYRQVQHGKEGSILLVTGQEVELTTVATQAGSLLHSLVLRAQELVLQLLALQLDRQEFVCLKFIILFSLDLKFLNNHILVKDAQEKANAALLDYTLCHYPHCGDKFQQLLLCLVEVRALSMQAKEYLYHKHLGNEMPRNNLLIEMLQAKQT
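material = CHO-K1 cells with Gal4–hSF-1 LBD chimera plus Gal4-driven luciferase | compound = 10 µM single point, 1% DMSO | incubation = 20 h compound exposure at 37 °C after 1 h cell settling | measured by = SteadyLite luciferase luminescence | evaluation = percent activation relative to DMSO median and mock-transfected background | control set = DMSO negative control and −SF1 background wells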
NADH coupling = inhibitors of PK/LDH coupling enzymes, profiling panel, artefact control, biochemical, MLSMR library. coupled PK/LDH NADH assays, four targets. AID 774, 2007. IC50, µM (highest dose often 10 µM), for inactives: top-dose inhibition. 0.02% of 65,000 active;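 active means single-dose screening hits from any of four coupled enzyme assays that gave an IC50 when retested across doses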;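 further: the DPM-DC format reads NADH fluorescence rather than 340 nm absorbance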
5HT1a ag = human 5-HT1a receptor agonists, primary screen, cell-based, CHO, Ga15 NFAT-bla reporter. CHO 5-HT1a Ga15 NFAT-bla reporter, FRET ratio; 0% basal, 100% maximal reference agonist. activation, % at 10 µM. 0.56% of 65,000 active. AID 567, 2006;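 active means activation above the screen-wide mean activation plus 3 SD, cut at about 19% in these data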;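 further: 0% = DMSO wells and 100% = 5-CT at EC100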
Abs 340nm = compound light absorbance at 340 nm, profiling panel, artefact control, biochemical, MLSMR library, data from PS, PMK, MK assays. 65,000 tested, under 10 active. AID 708, 2007. fold change at 10 µM. compound absorbance at 340 nm, fold over control;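 active means at 10 µM dose, initial 340 nm absorbance at least 2 fold that of control wells; inactive means change under 2 fold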;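 further: initial absorbance extrapolated from kinetic A340 decline of NADH oxidation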
TNAP act mid DEA = human TNAP enzyme activators, primary screen, biochemical, luminescent, intermediate phosphate acceptor level; Alkaline phosphatase, tissue-nonspecific isozyme (Homo sapiens), P05186; purified TNAP, CDP-star luminescence, 100 mM DEA, 30 min; hits give high values; scale: 0 levamisole-inhibited, 1 vehicle-only enzyme; activation factor at 20 µM; 64,000 tested, under 10 active; AID 813, 2007;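 active means activation factor of at least 2 at 20 µM, relative to controls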
* hit, by the source's call; . = not tested or not shown; [ ] = remark or other dose. The order is random; any-hit rate near 8.9%.

Below each compound: 5HT1a ag	MMP13 inh	RORA act	TNAP act mid DEA	SF-1 act	Autofluor 339	5HT1a antag	NADH coupling	Abs 340nm
1) Cc1ccc2nc(SCCC#N)nc(C)c2c1
→ 1.2	1	-3	0.9	14	1.1	2	1%	1.1
2) COc1ccc(C(=O)c2c(C)oc3ccc(O)c(CN4CCOCC4)c23)cc1
→ 0.3	2	24	1	0	1.1	1	3%	1
3) Cn1c(C(=O)NC2CCCCC2)cc2sccc21
→ 1.1	9	-14	0.9	-12	1.1	-12	6%	0.95
4) COc1ccc(NC(=O)N2CC(C)OC(C)C2)cc1OC (configuration not stated)
→ -1.0	2	-5	1	-10	1.1	3	4%	1.1
5) Cc1nc(N2CCOCC2)c(C#N)c2c1COC(C)(C)C2
→ 2.8	-142[fluorescence artefact?]	7	0.9	0	2.3*	.	0%[fluoresces]	1
6) O=C(O)CCSc1nc2ccccc2c(=O)[nH]1
→ 2.0	-3	-8	0.9	-10	1.2	-11	7%	1
7) COc1ccc(-c2c(C)nn3c(N4CCC(C(=O)NCCN(C)C)CC4)cc(C)nc23)cc1OC
→ 1.9	0	10	1	2	1.1	8	5%	1.1
8) Cc1ccc2c(c1)c(C)c(C)n2CC(O)Cn1nc(C)c(Br)c1C (configuration not stated)
→ 5.5	1	-9	.	14	1.1	9	6%	1.1
9) COc1ccc(C2C3=C(Nc4ncnn42)c2ccccc2CCC3)cc1 (configuration not stated)
→ 0.2	-36	9	0.9	-6	1.9	13	11%	1.1
10) COC(=O)C1=C(C)NC(=O)NC1c1ccc(OCC(=O)N2CCCCC2)cc1 (configuration not stated)
→ -0.3	2	1	0.9	9	1	-11	5%	0.99
11) Cc1nc2ccccc2c2nc(NC(=O)Cc3ccccc3)nn12
→ -0.5	3	12	0.9	21	1.1	-15	4%	1
12) COc1ccc(N(C(=O)c2ccc(Br)o2)C2C=CS(=O)(=O)C2)cc1 (configuration not stated)
→ 0.0	-2	17	1	7	1.1	10	7%	1
13) Cc1ccc(SCCNC(=O)CN2C(=O)c3ccccc3S2(=O)=O)cc1
→ 0.9	3	6	1	-6	1.1	-4	4%	1
14) CCCCCc1nnc(NC(=O)Cc2cccs2)s1
→ 3.0	4	-8	0.9	-1	1	12	3%	1
15) CN(C1CCCCC1)S(=O)(=O)c1ccc(C(=O)O)cc1
→ -1.3	4	-13	1	1	1.1	4	2%	1
16) CC(=O)c1cccc(NC(=O)Nc2cc3sccc3n2C)c1
→ -0.8	4	6	0.9	5	1.1	-4	3%	1.1
17) CC1(C)CC(=O)C=C(NCc2ccncc2)C1
→ 1.9	-1	-2	0.9	1	1	.	2%	0.98
18) COc1cccc(NC(=O)CN(c2ccc(C)cc2)S(=O)(=O)c2c(C)nn(C)c2C)c1
→ -4.4	1	-20	1	-3	1.1	7	6%	0.98
19) Cc1ccc2nc(NC(=O)CSc3nc4c(c(=O)n3C)SC(C)C4)sc2c1 (configuration not stated)
→ -1.1	-1	-5	0.9	1	1.1	4	5%	1.1
20) COC(=O)c1sccc1NS(=O)(=O)c1ccc(OC)cc1
→ 1.2	-1	-6	1	-1	1.1	16	6%	1.1
21) CSC1=C(C#N)C(C)C2=C(CC(C)(C)CC2=O)N1 (configuration not stated)
→ -3.1	-2	15	0.9	3	1.4	0	7%	1.1
22) O=C(Nc1ccc(-c2cn3ccsc3n2)cc1)C1CC1
→ 1.7	2	8	0.9	61*	1.1	5	9%	0.99
23) COc1cc2cc(C(=O)O)n(C)c2c(OC)c1OC
→ -1.2	-77[fluorescence artefact?]	-18	0.9	11	1.9	-1	12%	0.96
24) c1ccc(-c2nc(NC3CC3)nc(-n3ccnc3)n2)cc1
→ -0.1	0	-2	0.9	19	1.1	29	6%	0.99
25) CCc1cc2c(=O)c(-c3nc4ccccc4[nH]3)coc2cc1OC(=O)N1CCOCC1
→ 4.5	-132	34	0.8	27	1.3	.	5%	1
26) CCOC(=O)c1cc(=O)n2[nH]c(-c3ccc(C)cc3)cc2n1
→ -2.1	-20	2	0.9	2	3.9*	11	13%[fluoresces]	1
27) C=CCn1c(SCC(=O)Nc2c(C)nn(Cc3ccccc3)c2C)nnc1C(O)c1ccccc1 (configuration not stated)
→ 0.0	3	-12	0.9	-4	1.1	-2	4%	1
28) CC(=O)Nc1cccc(OC(=O)N2CCOCC2)c1
→ -0.6	-3	3	1	-11	1.1	-2	5%	1
29) CCOC(=O)CSc1nnc(CNC(=O)c2ccc(OC)c(OC)c2)n1C
→ -1.8	2	-19	0.9	-20	1	5	2%	0.98
30) Cc1cc(C)nc(Sc2nc(C)nc3c2oc2ccccc23)n1
→ -0.5	1	9	1	-8	1.2	30	3%	1

Continued.
Below each compound: 5HT1a ag	MMP13 inh	RORA act	TNAP act mid DEA	SF-1 act	Autofluor 339	5HT1a antag	NADH coupling	Abs 340nm
31) C=CCOc1ccc(C2C(C(=O)c3ccco3)=C(O)C(=O)N2Cc2cccnc2)cc1 (configuration not stated)
→ -3.3	1	-4	0.9	-6	1	-5	2%	1
32) CCC(NS(=O)(=O)c1ccc(C)cc1)C(=O)N1CCC2(O)CCCCC2C1 (configuration not stated)
→ -1.9	9	-10	0.9	19	1	-6	1%	1
33) CCN1CCCC1CNC(=O)C1CCN(Cc2nc(-c3cccc(Br)c3)oc2C)CC1 (configuration not stated)
→ -4.6	3	3	1	7	1.1	17	10%	1
34) Cc1ccc2cc(CN(C(=O)C3CCCO3)C3CCCCC3)c(=O)[nH]c2c1 (configuration not stated)
→ -1.8	-5	-4	0.9	6	1.3	-10	5%	1.1
35) CCCn1cnc2c(c1=O)c1nc3ccccc3nc1n2CCC1=CCCCC1
→ -1.7	-5	1	0.7	1	2.3*	-21	8%	1
36) CCN(CC)Cc1c(C(=O)OC)nnn1-c1nonc1N
→ -0.9	-1	-19	1	8	1.1	-11	2%	1
37) O=C(c1ccc2c(c1)OCO2)[C@@H]1[C@@H]2C(=O)N(C3CCCCC3)C(=O)[C@@H]2C2c3ccccc3C=CN21 (some centres not stated)
→ -3.2	-3	8	0.9	-12	1.2	10	1%	1.1
38) CCc1cc2c(=O)c(Oc3ccccc3)c(C)oc2cc1O
→ 0.8	-186[fluorescence artefact?]	-2	0.9	16	2.2*	-3	2%[fluoresces]	1.1
39) COc1ccc(NC(=O)Nc2cccc(C)n2)cc1
→ -0.1	-5	28	0.9	64*	1.1	-1	6%	0.97
40) O=C(Nc1ccc(Cl)cc1)N1CCSCC1
→ -1.7	3	8	0.9	0	1	5	2%	0.98
41) COC(=O)c1c(NC(=O)Cc2cccs2)sc2c1CCCC2
→ 2.2	-4	10	0.9	0	1.1	-14	10%	1
42) Cc1ccc(C2CC(c3ccc(F)cc3)Nc3nc(N)nn32)cc1 (configuration not stated)
→ 1.2	-4	7	1.1	19	1.1	-8	5%	1.1
43) Cc1ccc(C(C(=O)NC2CCCCC2)N(CCC(C)C)C(=O)CNC(=O)c2ccco2)o1 (configuration not stated)
→ -2.0	2	-9	0.9	5	1.1	12	8%	1
44) CCCc1nc(-c2cc3ccc(C)cc3[nH]c2=O)no1
→ -5.0	-19	8	0.8	28	2.2*	-11	7%[fluoresces]	1.1
45) O=C(Nc1ccc(O)cc1)C1CCCN1S(=O)(=O)c1ccc(F)cc1 (configuration not stated)
→ -1.6	5	-1	0.9	-4	1.1	-4	1%	0.99
46) O=c1[nH]c(-c2ccccn2)nc2ccccc12
→ -2.3	6	16	1.1	44	1	.	3%	1.1
47) CSCC[C@H](NC(=O)CCn1nnc2ccccc2c1=O)C(=O)O
→ -3.3	-10	5	0.9	11	1.1	-2	5%	0.98
48) Nn1cc(-c2ccccc2)nc1SCC(=O)NC1CCS(=O)(=O)C1 (configuration not stated)
→ -1.0	3	19	1	-5	1.1	-7	4%	1
49) CCN(CC)S(=O)(=O)c1ccccc1/C=N\O
→ -0.3	3	-3	1	1	1.1	6	8%	1
50) Cc1cccc2cc(=O)[nH]c(C)c12
→ -0.9	0	-26	0.9	6	0.92	-5	9%	1
51) O=C(C1CCCN1S(=O)(=O)c1cccc2cccnc12)N1CCn2c1nc1ccccc12 (configuration not stated)
→ -1.2	6	-5	0.9	7	1	-9	4%	0.99
52) Cc1nonc1NC(=O)OC1CCCCC1
→ -1.3	4	3	0.9	-6	1.2	2	2%	1
53) O=C(CCn1nnc2ccccc21)Nc1nnc(COc2ccc(F)cc2)s1
→ 3.8	0	-20	0.9	14	1.1	24	1%	0.99
54) COC(=O)C(F)(F)Sc1c(C)[nH]c2ccccc12
→ -5.5	-1	23	0.9	-1	1	18	4%	0.97
55) COc1ccc(NC(=O)CN(C)S(=O)(=O)c2ccc3c(c2)OCCO3)c2ncccc12
→ 1.6	-2	0	0.9	-2	1.1	-6	6%	1
56) CCN(CCCNc1ncnc2nc[nH]c12)c1cccc(C)c1
→ 0.2	8	-16	1.2	-2	1	-14	5%	1
57) CC(=O)Nc1nc(C(=O)Nc2c(C)n[nH]c2C)cs1
→ 0.0	-1	-16	0.9	-6	1	-9	3%	1
58) COCCNc1nc(C(C)(C)C)nc2c1nnn2Cc1ccccc1Cl
→ 4.2	-2	-10	0.9	-13	1	2	2%	0.99

Sorted by SMILES length (smallest number first): some entries from above.
Below each compound: 5HT1a ag	MMP13 inh	RORA act	TNAP act mid DEA	SF-1 act	Autofluor 339	5HT1a antag	NADH coupling	Abs 340nm
49) CCN(CC)S(=O)(=O)c1ccccc1/C=N\O
→ -0.3	3	-3	1	1	1.1	6	8%	1
36) CCN(CC)Cc1c(C(=O)OC)nnn1-c1nonc1N
→ -0.9	-1	-19	1	8	1.1	-11	2%	1
56) CCN(CCCNc1ncnc2nc[nH]c12)c1cccc(C)c1
→ 0.2	8	-16	1.2	-2	1	-14	5%	1
48) Nn1cc(-c2ccccc2)nc1SCC(=O)NC1CCS(=O)(=O)C1 (configuration not stated)
→ -1.0	3	19	1	-5	1.1	-7	4%	1
53) O=C(CCn1nnc2ccccc21)Nc1nnc(COc2ccc(F)cc2)s1
→ 3.8	0	-20	0.9	14	1.1	24	1%	0.99
34) Cc1ccc2cc(CN(C(=O)C3CCCO3)C3CCCCC3)c(=O)[nH]c2c1 (configuration not stated)
→ -1.8	-5	-4	0.9	6	1.3	-10	5%	1.1
33) CCN1CCCC1CNC(=O)C1CCN(Cc2nc(-c3cccc(Br)c3)oc2C)CC1 (configuration not stated)
→ -4.6	3	3	1	7	1.1	17	10%	1
31) C=CCOc1ccc(C2C(C(=O)c3ccco3)=C(O)C(=O)N2Cc2cccnc2)cc1 (configuration not stated)
→ -3.3	1	-4	0.9	-6	1	-5	2%	1
43) Cc1ccc(C(C(=O)NC2CCCCC2)N(CCC(C)C)C(=O)CNC(=O)c2ccco2)o1 (configuration not stated)
→ -2.0	2	-9	0.9	5	1.1	12	8%	1
37) O=C(c1ccc2c(c1)OCO2)[C@@H]1[C@@H]2C(=O)N(C3CCCCC3)C(=O)[C@@H]2C2c3ccccc3C=CN21 (some centres not stated)
→ -3.2	-3	8	0.9	-12	1.2	10	1%	1.1
